OX1R antag-1: human HCRTR1 antagonism; AID 434989; inhibition, % at 5 µM; actives 0.43% (n = 330,000); CHO/OX1R cells, Fluo-8 calcium fluorescence, orexin A; O43613;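 active = inhibition above its plate's threshold, mean inhibition of all tested compounds on the plate plus 3 SD, cut at about 37% in these data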;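 note: 0% = orexin A challenge wells and 100% = SB-334867-A antagonist wells; not every result past the cut was called active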
Target sequence (O43613 whole entry, looked up): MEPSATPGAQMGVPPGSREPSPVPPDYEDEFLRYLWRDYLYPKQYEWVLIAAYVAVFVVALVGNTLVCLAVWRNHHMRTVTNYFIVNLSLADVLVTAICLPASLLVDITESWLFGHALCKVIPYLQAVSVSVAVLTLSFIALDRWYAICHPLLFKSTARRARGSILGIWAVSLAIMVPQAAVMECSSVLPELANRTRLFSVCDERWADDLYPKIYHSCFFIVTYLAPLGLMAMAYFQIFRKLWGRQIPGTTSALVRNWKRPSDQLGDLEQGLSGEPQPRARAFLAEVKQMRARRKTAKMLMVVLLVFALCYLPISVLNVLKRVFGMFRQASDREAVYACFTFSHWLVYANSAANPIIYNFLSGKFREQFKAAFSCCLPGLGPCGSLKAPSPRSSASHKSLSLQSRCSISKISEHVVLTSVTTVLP
OX1R antag-2: OX1R (human) antagonism. inhibition, % at 6.6 µM. O43613. actives 1.8% (n = 330,000). AID 485270. OX1R-expressing cells, FRET antagonist read-out; in the data active = inhibition mostly above about 38%, no sharp cut-off; inactive = mostly below about 40%;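 note: 0% = agonist challenge alone and 100% = reference antagonist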
* hit, by the source's call. Rows were taken by chance; any-hit rate near 2%.

SMILES	OX1R antag-1	OX1R antag-2
COc1ccccc1OCC(=O)Nc1ccc(S(=O)(=O)N2CCCCCC2)cc1	1	-2
Cc1ccc(N2C(=O)c3ccc(C(=O)N4CCN(Cc5ccccc5)CC4)cc3C2=O)cc1	17	13
COc1cc(CN2CCN(C(=O)c3cccc4ccccc34)CC2)cc(OC)c1OC	-21	6
C=CCn1c(=O)/c(=C/c2ccc(F)cc2)s/c1=C(\C#N)c1nnc2n1CCCCC2	-3	12
O=C(c1ccccc1F)N1CCN=C1SCc1cccnc1	-3	5
O=[N+]([O-])c1ccc(N/N=C/c2cccc(O)c2O)c(S(=O)(=O)N2CCOCC2)c1	-11	24
C=CCCC(=O)Nc1ccc(Br)cn1	-10	17
COc1cccc(CN2CCN(C(=O)c3ccc(-c4ccccc4)cc3)CC2)c1OC	-29	4
CC(C)(C)c1cc(NC(=O)CSc2nncs2)n(-c2ccccc2)n1	-17	8
COc1cccc(CNS(=O)(=O)c2csc(C(N)=O)c2)c1	0	10
COC(CN(C(=O)CCl)C(C(=O)NC1CCCCC1)c1ccc(C)cc1)OC (stereo unspecified)	-17	10
CNc1nc(N)nc(-c2cc(Cl)ccc2OC)n1	-11	5
O=C(/C=C/c1ccc2c(c1)OCO2)NCCSCc1cccc(Cl)c1	-13	18
CCN(CC)S(=O)(=O)c1cccc(C(=O)NC(C(=O)Nc2nnc(C)s2)C(C)C)c1 (stereo unspecified)	-13	21
COc1ccc(OC)c2c(N)c(C#N)c(C(F)(F)C(F)(F)F)nc12	-7	5
CCN(Cc1ccc(Cl)s1)C(=O)c1cccc(OCc2c(C)noc2C)c1	5	18
O=[N+]([O-])c1cccnc1N1CCN(c2ccccc2F)CC1	-27	16
C/C(CCc1ccc2c(c1)OCO2)=N\N=C(/N)SC1CC(=O)N(c2ccc(Cl)cc2)C1=O (stereo unspecified)	-30	23
CN1c2ccsc2C(O)=C(C(=O)Nc2ccccc2)S1(=O)=O	-9	23
COc1ccccc1/C=N/NC(=O)CN(C1=NS(=O)(=O)c2ccccc21)c1ccccc1	-5	0
CCCN(CC(=O)Nc1ccccc1C)C(=O)COc1c(Cl)cccc1Cl	-20	23
CCCC(=O)Nc1c(C(=O)OCC)oc2ccccc12	-13	11
CCCc1nnc(NC(=O)Cn2c(=O)oc3cc(Br)ccc32)s1	40	-2
O=C1N/C(=C\c2ccc(O)cc2)C(=O)c2ccccc21	-5	7
CC(=O)C1=C(O)C(=O)N(Cc2cccnc2)C1c1ccc(Cl)cc1 (stereo unspecified)	-1	13

Some of these compounds in order of heavy-atom count, descending.
SMILES	OX1R antag-1	OX1R antag-2
COc1cccc(CN2CCN(C(=O)c3ccc(-c4ccccc4)cc3)CC2)c1OC	-29	4
CCN(CC)S(=O)(=O)c1cccc(C(=O)NC(C(=O)Nc2nnc(C)s2)C(C)C)c1 (stereo unspecified)	-13	21
COc1cccc(CNS(=O)(=O)c2csc(C(N)=O)c2)c1	0	10

(further entries)
SMILES	OX1R antag-1	OX1R antag-2
C=CC[C@@H]1C=C(C)C[C@H](C)C[C@H](OC)[C@H]2O[C@@](O)(C(=O)C(=O)N3CCCC[C@H]3C(=O)O[C@H](/C(C)=C/[C@@H]3CC[C@@H](O)[C@H](OC)C3)[C@H](C)[C@@H](O)CC1=O)[C@H](C)C[C@@H]2OC	-10	3
CCC(CC)C(=O)NCc1ccccc1OC	-5	10
COc1ccc(C(=O)/C(=C/c2cccs2)c2nc3ccccc3o2)cc1	-15	17
CCOC(=O)[C@@H]1[C@H]2COc3ccc(Br)cc3[C@H]2N2C(=O)N(c3cccc(F)c3)C(=O)[C@]12C	-18	14
COc1ccc(C2(C)NC(=O)N(CC(=O)NC(C)c3ccc(CC(C)C)cc3)C2=O)cc1 (stereo unspecified)	-29	0
COc1ccc(CCN2C(=O)CC(NCCc3ccc(S(N)(=O)=O)cc3)C2=O)cc1OC (stereo unspecified)	-10	5
CCOC(=O)c1sc2ncn(/N=C/N(C)C)c(=O)c2c1C	-3	5
COc1ccc(NC(=O)CSc2nnc3ccc(-c4ccncc4)nn23)cc1	-21	26
CCC(=O)OCC(=O)c1cc(C)n(-c2ccc(Br)cc2)c1C	-11	7
COc1cc(/C=N/NC(=O)c2ccccc2)ccc1OS(=O)(=O)c1ccccc1	-5	8
Cc1ccc(-c2cc(C(=O)N3CCCc4ccccc43)c3ccccc3n2)cc1	-19	27
Cn1c(=O)n(C)c2cc(S(=O)(=O)NCc3ccco3)ccc21	-11	9
Cn1c(SCC(=O)N/N=C/c2cccs2)nc2ccccc21	-24	9
COc1ccc2nc(NC(=O)CSc3nc(C)cc(C)n3)sc2c1	-11	38
Cc1cc(C(=O)COC(=O)c2ccc(CO)cc2)c(C)n1CC1COc2ccccc2O1 (stereo unspecified)	-7	6
COCCn1c(Cc2ccccc2)nnc1SCC(=O)Nc1cc(C)on1	-21	2
Cn1c(SCC(=O)Nc2nccs2)nnc1-c1ccncc1	0	2
CCOc1ccc(N(CC(=O)NN=C2CCCC2)S(C)(=O)=O)cc1	-13	16
CC(C)[C@]1(c2ccc(Cl)cc2)ON(c2ccccc2C(F)(F)F)C1=O	-27	11
O=C(CN1C(=O)CS/C1=C\c1nc(-c2ccc(Cl)cc2)cs1)Nc1cccnc1Cl	-26	-7
CN1CCN(C(=O)c2ccc(Cl)cc2)CC1	-2	-7
COC(=O)c1csc(S(=O)(=O)N2CCOCC2)c1OC	-2	-3
COc1cccc(C(=O)COc2ccc3ccc(=O)oc3c2)c1	0	6
O=C(c1ccc2c(=O)n(Cc3ccc4c(c3)OCO4)c(=S)[nH]c2c1)N1CCCCC1	-11	4
CC(NC(=O)COC(=O)c1ccc2c(=O)n3c(nc2c1)CCCCC3)c1ccccc1 (stereo unspecified)	-27	-2

Brought forward from above: 4 entries, followed by the next part.
SMILES	OX1R antag-1	OX1R antag-2
COC(=O)c1csc(S(=O)(=O)N2CCOCC2)c1OC	-2	-3
COc1cccc(C(=O)COc2ccc3ccc(=O)oc3c2)c1	0	6
O=C(c1ccc2c(=O)n(Cc3ccc4c(c3)OCO4)c(=S)[nH]c2c1)N1CCCCC1	-11	4
CC(NC(=O)COC(=O)c1ccc2c(=O)n3c(nc2c1)CCCCC3)c1ccccc1 (stereo unspecified)	-27	-2
COc1cc(C(=O)Nc2ccc3nc(N4CCN(C)CC4)cc(C)c3c2)cc(OC)c1OC	-9	-2
Cc1ccc(-n2nc(C)c(C(C)(O)C(F)(F)F)c2N)cc1 (stereo unspecified)	-10	17
CN(C)S(=O)(=O)N(CC(=O)N1CCN(c2ccccc2)CC1)c1ccccc1	-22	-2
COC(=O)CSc1[nH]c2ccccc2c1[N+](=O)[O-]	-18	22
CN(C)S(=O)(=O)c1ccc(C(=O)Nc2ccc(Cl)cc2)cc1	-38	12
CC(=O)c1ccc(N=C2C(=O)Nc3ccccc32)cc1	-11	18
O=C(Nc1ccc(Br)cc1)N1CCCCC1	-18	21
CCCS(=O)(=O)NCCc1cc2ccc(OC)cc2[nH]c1=O	-4	10
COc1ccc(C(C(=O)NC2CCCC2)N(CCCO)C(=O)c2snc(C(N)=O)c2N)cc1 (stereo unspecified)	-21	121*
CC(C)C(=O)N(Nc1nc2ccccc2s1)C(=O)C(C)C	-27	4
O=C(NN=Cc1ccccc1C(=O)O)c1ccc(NS(=O)(=O)c2cccs2)cc1	-7	5
COc1ccc(C(C)NC(=S)NC2CCCC2)cc1OC (stereo unspecified)	-15	21
Cc1ccc(C)c(NC(=O)CSc2nc3[nH]ncc3c(=O)[nH]2)c1	-5	5
COc1ccccc1CNC(=O)C1CC2Cn3c(nc4cc5ccccc5cc43)C2N1C (stereo unspecified)	-9	22
Cc1ccc(NC(=O)COC(=O)Cn2ccc(C(F)(F)F)n2)cc1Cl	-3	4
CCOP(=O)(CC(C(C)=O)C(O)c1ccccc1)OCC (stereo unspecified)	-15	21
COC(C)(C)[C@@H](O)COc1c2ccoc2cc2oc(=O)ccc12	-4	2
Brc1ccc2ncnc(Nc3ccc(N4CCOCC4)cc3)c2c1	-25	33
CCc1ccc2[nH]c(=O)c(C(c3nnnn3CCOC)N3CCN(c4ccccc4)CC3)cc2c1 (stereo unspecified)	-38	-3
O=C(COC(=O)c1ccc(=O)[nH]c1)Nc1cccc(S(=O)(=O)N2CCOCC2)c1	4	8
Cc1cc(Cl)cc(Br)c1OCCNCC(C)O (stereo unspecified)	-22	25
COc1cc2c(cc1OC)C(c1cccc(OC)c1OC)CC(=O)N2 (stereo unspecified)	-16	14
CCOc1ccc(OCCC(=O)OCC(=O)NC2CC2)cc1	8	26
CC(C)N1CCN(CC2COc3ccccc3O2)CC1 (stereo unspecified)	-6	5
COc1ccccc1NS(=O)(=O)c1cn(C)cn1	8	14

3 entries already listed, arranged by the number in OX1R antag-2, smallest number first.
SMILES	OX1R antag-1	OX1R antag-2
Cc1ccc(NC(=O)COC(=O)Cn2ccc(C(F)(F)F)n2)cc1Cl	-3	4
CC(C)N1CCN(CC2COc3ccccc3O2)CC1 (stereo unspecified)	-6	5
COc1ccccc1NS(=O)(=O)c1cn(C)cn1	8	14

Additional entries follow.
SMILES	OX1R antag-1	OX1R antag-2
Cc1ccc(N2CC(C(=O)OCC(=O)C(C)(C)C)CC2=O)cc1 (stereo unspecified)	1	9
Cc1ccc(C(=O)n2nc(-c3cccnc3)nc2N)cc1	-9	6
Cc1ccc(S(=O)(=O)N(C)C)cc1NC(=O)C1CCCC1	-11	15
COc1cc(C(=O)NC(=S)NC(C)C)cc(OC)c1OC	-16	15
O=C(OCCN1CCOCC1)c1ccccc1	-10	6
NC(=S)n1[nH]c(-c2ccc([N+](=O)[O-])cc2)c(N=Nc2ccc(O)cc2)c1=O	-4	11
CCCn1c(SCC(=O)Nc2nc(C)cs2)nnc1-c1cccnc1	-7	34
CC(C)(C)c1ccc(-c2nnc3sc(-c4ccncc4)nn23)cc1	-17	14
COC(=O)c1oc2ccccc2c1N	-13	7
CN(C)Cc1ccccc1Sc1ccccc1Br	-17	25
CC(C)CCC(C(=O)NC(C)c1ccccc1)C(=O)NC(C)c1ccccc1 (stereo unspecified)	14	43*
Cc1ccc(S(=O)(=O)c2c(N)n(Cc3ccco3)c3nc4ccccc4nc23)cc1	-13	8
CC(NCC(=O)Nc1ccccc1C(=O)NC1CC1)c1ccc(S(N)(=O)=O)cc1 (stereo unspecified)	-12	1
O=C(Nc1nc2ccccc2[nH]1)c1ccc(Cl)cc1	-16	25
COc1cc(C(=O)OCCn2c(=O)c3c(ncn3CCN(C)C)n(C)c2=O)cc(OC)c1OC	-8	9
COCCOC(=O)c1c(C)nc(SCC(=O)Nc2ccc(OC)cc2)c(C#N)c1-c1ccco1	-21	11
O=C(Nc1ccccc1)Nc1ccc(F)c([N+](=O)[O-])c1	-3	42
Cc1cccc(NC(=O)c2cc(-c3cc(Cl)ccc3O)n[nH]2)c1	-7	30
Cn1c(SCC(=O)NNC(=O)Nc2ccc(Cl)cc2)nnc1-c1ccccc1	-14	10
O=C(Nc1ccccc1)c1ccc(S(=O)(=O)N2CCCCC2)cc1	-15	17
CN1C[C@@H]2C[C@@H](C3=Cc4cc(Cl)ccc4OC3)N3CCC[C@@]23C1=O	-31	4
O=C(Nc1ccc(C(F)(F)F)cc1)c1ccc(NC(=O)C2CCCO2)cc1 (stereo unspecified)	-3	11
COc1ccc(CCNc2nc(C)cc(C)c2C#N)cc1OC	-32	20
O=C(COC(=O)C1(c2ccccc2)CCCC1)N1CCNC1=O	-8	4
CCCCOc1cc(C)nc(NCc2ccccc2)n1	-4	28

Later entries.
SMILES	OX1R antag-1	OX1R antag-2
COC1CCCN(C(=O)c2ccc(OC3CCN(CCc4ccccc4)CC3)cc2)C1 (stereo unspecified)	-30	17
CCCCn1c(N)c(N(CC(C)C)C(=O)c2cc(-c3ccc(F)cc3)nc3ccccc23)c(=O)[nH]c1=O	-32	12
CCOc1ccccc1-n1c(SCC(=O)NC2CCCC2)nnc1-c1ccoc1C	-38	19
COCC1CCN(C(=O)C2CCC(=O)N(CCc3ccc(Cl)cc3)C2)CC1 (stereo unspecified)	-17	15
O=C(Nc1ccccc1C(F)(F)F)N1CCCC1c1cccnc1 (stereo unspecified)	-9	-1
CC(=O)Nc1ccc(S(=O)(=O)NC2CCS(=O)(=O)C2)cc1Cl (stereo unspecified)	-4	3
Cc1noc(/C=C/N(C)C)c1S(=O)(=O)N1CCC(C(=O)NC(C)(C)C)CC1	-24	3
CCCCCCCC1CC(CSC(=N)N)OC1=O (stereo unspecified)	-7	15
Cc1ccc(S(=O)(=O)N(C)C)cc1NC(=O)C1CCCN(C(=O)c2ccc(Cl)cc2)C1 (stereo unspecified)	-25	19
O=C(Nc1cccn(Cc2c(Cl)cccc2Cl)c1=O)c1ccc(Cl)cc1	-13	17
CCOc1ccc(CC2CCC(=O)NC2=O)cc1 (stereo unspecified)	-10	5
CCCC[C@@H]1C=C(C(=O)O)[C@H](c2ccc3c(c2)OCO3)N1S(=O)(=O)c1ccc(C)cc1	-25	8

Screening data: PubChem BioAssay, The Scripps Research Institute Molecular Screening Center
